# Source: PubChem
# aSyn rescue: qHTS of alpha-syn Inhibitors | AID 652106, 2013 | 0.14% of 370,000 active | Potency, µM (doses to about 46.1 µM), for inactives: top-dose growth rescue (activation), hits mostly activators | Yeast expressing alpha-synuclein, growth rescue, BacTiter-Glo, 24 h; note: potency is the fitted concentration of half-maximal effect; % of control where 0% means no effect; nearly all actives have a fitted effect of over 65% in size
#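 Readout is rescue of growth in alpha-synuclein-expressing yeast, so inhibitors of toxicity appear as activators. Growth after 24 hr at 30 deg C in galactose medium is quantified by luminescence.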
# EPAC1 ag: qHTS for Agonist of cAMP-regulated guanine nucleotide exchange factor 3 (EPAC1): primary screen. Potency, µM (doses to about 154 µM), inactives show at the top dose activation, most hits filed as activators. 0.073% of 360,000 active. EPAC1 agonist qHTS, biochemical assay; response scale: 100% = response to 6.5 mM cAMP. AID 720707, 2013. Rap guanine nucleotide exchange factor 3 (Homo sapiens), O95398; note: potency is the fitted concentration of half-maximal effect; nearly all actives have a fitted effect of over 60% in size
#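 Read-out is the fluorescence drop as BODIPY-GDP leaves Rap1B (480 nm excitation, 540 nm emission), recorded every 5 minutes over 30 minutes. Reactions held 100 nM EPAC1, 250 nM Rap1B–BODIPY-GDP and 50 uM GDP, with 6.5 mM cAMP setting full activation.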
# FUS yeast rescue: qHTS for Suppressors of FUS Proteinopathy: Primary screen using FUS-linked yeast assay | S. cerevisiae FUS-expressing, growth rescue, OD600, 24 h | Potency, µM (top dose mostly 76.6 µM), for the others: top-dose growth rescue (activation), usual class: activators | 0.24% of 390,000 active | AID 1347120, 2019;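 note: potency is the fitted concentration of half-maximal effect; plate controls were DMSO vehicle for no effect and reference control for full effect; nearly all actives have a fitted effect of over 55% in size; some results filed as inactive show a strong effect at the top dose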
#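 Cultures pregrown in 2.5% raffinose medium are shifted to minimal medium containing 2% galactose to express toxic FUS. Compounds are tested at several concentrations. After 24hr at 30C, growth is quantified at 600 nm absorbance.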
# PI5P4Ka inh: qHTS for Inhibitors of phosphatidylinositol 5-phosphate 4-kinase (PI5P4K). Phosphatidylinositol 5-phosphate 4-kinase type-2 alpha (Homo sapiens), P48426. 1.2% of 330,000 active. AID 652105, 2013. PI5P4Kalpha enzyme, ADP-Glo luminescence, 60 min; stronger effect = lower value. max response, %; active = max response of -50% or lower; inconclusive = between -30% and -50%; inactive = -30% or higher; note: value at the top dose of about 77 µM; % is set by controls: 0 for no effect and ±100 for the full control effect
# Target sequence (P48426 whole entry, looked up): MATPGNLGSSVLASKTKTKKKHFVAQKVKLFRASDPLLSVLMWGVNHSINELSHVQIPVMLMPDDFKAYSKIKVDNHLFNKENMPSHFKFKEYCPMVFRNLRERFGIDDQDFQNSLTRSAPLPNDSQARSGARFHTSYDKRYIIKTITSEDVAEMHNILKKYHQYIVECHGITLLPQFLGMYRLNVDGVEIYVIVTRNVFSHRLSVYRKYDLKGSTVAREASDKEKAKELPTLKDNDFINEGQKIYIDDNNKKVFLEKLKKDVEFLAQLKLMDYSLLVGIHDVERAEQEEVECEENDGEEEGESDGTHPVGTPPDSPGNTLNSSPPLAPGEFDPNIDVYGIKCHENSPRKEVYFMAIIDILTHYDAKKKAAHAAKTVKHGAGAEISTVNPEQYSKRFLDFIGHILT
#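 Reactions run in 0.038 M HEPES pH 7.4, 0.28 mM EGTA, 0.1% CHAPS and 5% DMSO, with PI5P4Kalpha, substrate, compound and 5 microM ATP final, one hour at room temperature. Readout is ADP-Glo luminescence.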
# EPAC1 antag: qHTS for Antagonist of cAMP-regulated guanine nucleotide exchange factor 3 (EPAC1): primary screen. Rap guanine nucleotide exchange factor 3 (Homo sapiens), O95398. 0.14% of 360,000 active. EPAC1 GEF assay, Rap1b-BODIPY-GDP exchange fluorescence. Potency, µM (titrated, usually from 115 µM), for inactives: top-dose activity change, negative = inhibition, most hits filed as inhibitors;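 note: potency is the fitted concentration of half-maximal effect; plate controls were vehicle for no effect and positive control for full effect; nearly all actives have a fitted effect of over 50% in size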
# PLK1 PBD inh: qHTS for Inhibitors of PLK1-PDB (polo-like kinase 1 - polo-box domain): Primary Screen; Potency, µM, inactives show max response, negative = inhibition, hits mostly inhibitors; Serine/threonine-protein kinase PLK1 (Homo sapiens), P53350; Plk1 PBD binding of FITC phosphopeptide, fluorescence polarization; 2.8% of 360,000 active; note: potency is the fitted concentration of half-maximal effect; series mostly up to about 57 µM; % is set by controls: 0 for no effect and ±100 for the full control effect; nearly all actives have a fitted effect of over 65% in size
# Target sequence (P53350 whole entry, looked up, the tested form may be a part): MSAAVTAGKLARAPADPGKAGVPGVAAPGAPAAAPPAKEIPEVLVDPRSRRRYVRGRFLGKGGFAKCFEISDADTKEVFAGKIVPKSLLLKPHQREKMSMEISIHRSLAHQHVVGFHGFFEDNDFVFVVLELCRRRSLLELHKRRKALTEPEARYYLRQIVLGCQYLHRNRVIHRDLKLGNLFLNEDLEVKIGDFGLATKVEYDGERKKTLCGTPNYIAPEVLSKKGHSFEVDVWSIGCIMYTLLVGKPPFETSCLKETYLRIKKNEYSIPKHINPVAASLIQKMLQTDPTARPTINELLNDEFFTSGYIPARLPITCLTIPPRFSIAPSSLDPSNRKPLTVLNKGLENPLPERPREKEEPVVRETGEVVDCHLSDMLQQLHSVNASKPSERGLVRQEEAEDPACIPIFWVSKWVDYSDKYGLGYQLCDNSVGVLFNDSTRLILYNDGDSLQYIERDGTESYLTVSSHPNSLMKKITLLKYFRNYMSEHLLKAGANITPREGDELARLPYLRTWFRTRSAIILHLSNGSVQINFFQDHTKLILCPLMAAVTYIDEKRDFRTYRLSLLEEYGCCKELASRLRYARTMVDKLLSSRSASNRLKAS
# WRN helicase inh: qHTS for Inhibitors of WRN Helicase; AID 651768, 2012; WRN helicase unwinding, fluorescent forked duplex, kinetic; Potency, µM (series often up to 114 µM), for the others: at the highest dose activity change, negative = inhibition, hits mostly inhibitors; 0.46% of 360,000 active; Bifunctional 3'-5' exonuclease/ATP-dependent helicase WRN (Homo sapiens), Q14191; note: potency is the fitted concentration of half-maximal effect; % is set by controls: 0 for no effect and ±100 for the full control effect; nearly all actives have a fitted effect of over 55% in size
#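 Screening of the MLSMR collection measured strand separation of a quenched forked DNA duplex (100 nM) by 20 nM WRN with 2 mM ATP, all final. Compounds were preincubated with enzyme 15 min at room temperature.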
# Abeta yeast res: qHTS for compounds that reverse cellular toxicity of Amyloid beta (A-beta) peptide in yeast: Primary Screen; Potency, µM (highest dose often 46.1 µM), for inactives: at the highest dose growth rescue, hits mostly activators; AID 1347071, 2019; 0.063% of 410,000 active; yeast expressing A-beta42, growth rescue, OD600, 48 h; response scale: 0% DMSO, 100% iron-clioquinol control; note: potency is the fitted concentration of half-maximal effect; nearly all actives have a fitted effect of over 55% in size
#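 Yeast A-beta toxicity model in growth medium with pinned compounds, 48 h at 30 C; growth read as absorbance at 600 nm. Normalized to FeCl3/clioquinol equimolar mix (positive) and DMSO (negative).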
# IL2 activator: qHTS of IL-2 Activators | IL-2 activation reporter assay, cell-based qHTS; stimulated with anti-CD3/CD4/CD28 beads; in transgenic mouse T cells | activation, % (series mostly up to about 46 µM) | 0.065% of 360,000 active; in the data active = activation above about 50%; inconclusive = mostly about 30% to 49%; note: 0% is about no effect
#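 Using fluorescent plate cytometry, EGFP and DsRed are detected in transgenic mouse T cells stimulated 18 h at 37 degrees C with antibody-coated beads after 60 min compound pretreatment.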
# Numbers without * were called inactive; ? = inconclusive; . = no result given; & = joins results of further samples; [ ] = remark or other dose. Unless noted, calls come from the whole dose curve; as a rule, active = well fitted curve in the direction sought with a large enough effect; inconclusive = small, poorly fitted or top-dose-only effect, or another doubt; inactive = no such curve, though single readings can be large; an effect the other way counts as inactive or inconclusive.
# Fields – aSyn rescue	EPAC1 ag	FUS yeast rescue	PI5P4Ka inh	EPAC1 antag	PLK1 PBD inh	WRN helicase inh	Abeta yeast res	IL2 activator
CC(=O)OCC1OC(c2ccccc2)C(OC(C)=O)C(OC(C)=O)C1OC(C)=O (stereo not drawn)
  -13%	-4%	22%	.	3%	-3%	10%	0%	-3.5
CC(=O)NC(CC(=O)NNC(=O)c1cccs1)c1ccccc1 (stereo not drawn)
  -7%	-1%	17%	-7	-3%	-3%	-1%	-10%	0.7
Cc1ccc(N2CCN(C(=O)C(=O)c3cccc([N+](=O)[O-])c3)CC2)cc1
  -3%	8%	28%	0	-5%	-13%	-1%	25%	-0.5
CC(C)CNC(=O)c1cc(-c2ccc(Br)cc2)on1
  4%	6%	12%	.	12%	-9%	4%	-6%	2.8
Cc1ccnc(N2C(=O)c3ccccc3C2Nc2cccc(C)c2C)c1 (stereo not drawn)
  3%	-5%	11%	-2	17%	4%	2%	3%	-2.2
CCOC(=O)/C(=C\C=C\N1CCOCC1)C(C)=O
  5%	-4%	9%	0	17%	0%	8%[57.1 µM]	13%	2.5
O=C(CN(CCc1ccccc1)Cc1ccccc1)Oc1ccccc1P(=O)(O)O
  -9%	13%	8%	-8	-2%	-27%	2%	-2%	-0.1
Cc1ccccc1NC(=O)Cc1nc(COC(=O)c2cc([N+](=O)[O-])ccc2N)cs1
  0%	-4%	10%	-5	-4%	2%	-10%	1%	-4.6
Cc1n[nH]c(C)c1S(=O)(=O)N(CC(=O)NC1CCCC1)c1ccc(C(C)C)cc1
  2%	-16%	16%	1	-10%	-12%	-1%	3%	0.1
O=C(CN1CCN(CC(=O)Nc2ccccc2Cl)CC1)Nc1ccc(F)c(F)c1
  -4%	-4%	-19%	7	-3%	-5%	-11%	-18%	0.2
CCOC(=O)C1Oc2ccccc2C(c2ccc(OC)cc2)=C1C(=O)OC (stereo not drawn)
  -2%	5%	26%	2	?	-7%	-4%	4%	0.4
Cc1cc(C)nc(SCc2nnc(SCC(N)=O)n2Cc2ccco2)n1
  2%	3%	5%	8	-7%	-6%	-8%	0%	-1.4
CCOC(=O)N1CCN(C(=O)C(=O)NNC(=O)COc2ccc(Cl)c(C)c2)CC1
  -9%	2%	25%	3	-1%	-14%	-7%	-8%	-4.1
O=C(COc1coc(CN2CCc3ccccc32)cc1=O)Nc1ccc([N+](=O)[O-])cc1
  -3%	4%	8%	-23	1%	-9%	-15%	-6%	0.2
CCN(CC(=O)NCc1ccccn1)S(=O)(=O)c1ccc(Cl)cc1
  -1%	6%	-41%	-5	-6%	27µM*	-23%	7%[9.22 µM]	13

# Another view of two compounds above:
molecule	aSyn rescue	EPAC1 ag	FUS yeast rescue	PI5P4Ka inh	EPAC1 antag	PLK1 PBD inh	WRN helicase inh	Abeta yeast res	IL2 activator
O=C(CN1CCN(CC(=O)Nc2ccccc2Cl)CC1)Nc1ccc(F)c(F)c1	-4%	-4%	-19%	7	-3%	-5%	-11%	-18%	0.2
CCN(CC(=O)NCc1ccccn1)S(=O)(=O)c1ccc(Cl)cc1	-1%	6%	-41%	-5	-6%	27µM*	-23%	7%[9.22 µM]	13

# (continued)
# Fields – aSyn rescue	EPAC1 ag	FUS yeast rescue	PI5P4Ka inh	EPAC1 antag	PLK1 PBD inh	WRN helicase inh	Abeta yeast res	IL2 activator
Cc1ccccc1NC(=O)CSc1nnc(C)c(=O)[nH]1
  -1%	9%	3%&-15%	-3	6%	-9%	2%	-18%&-12%	0.8
O=C(CSc1nnc(CNC(=O)c2ccccc2)o1)c1ccc(Cl)cc1
  2%	-2%	12%	0	11%	-4%	2%	3%	-1.5
Cc1ccccc1OCC(=O)Nc1nnc(-c2ccco2)s1
  3%	3%	2%	-7	-1%	-6%	-5%	-25%	-3.2
CCOc1ccccc1C1NC(=O)c2ccccc2O1 (stereo not drawn)
  -3%	5%	26%	3	10%	-7%	-21%	21%	-0.4
CCC(C(=O)Nc1nccs1)c1ccccc1 (stereo not drawn)
  1%	8%	9%	0	2%	-16%	1%	8%	-1.0
Cc1ccc(C(C)C)c(OCCNC(=O)c2ccccc2O)c1
  -59%[inhibitor]	10%	-5%	20	-10%	-1%	-15%	-1%	-0.8
O=C(OC1CCCCC1=O)c1cc(=O)c2ccccc2o1 (stereo not drawn)
  9%	-5%	16%	-18	0%	-2%	0%	-7%	-1.1
CCc1cc(C(=O)NCC(C)(C)N2CCOCC2)sc1C
  1%	-33%	2%	1	-3%	0%	1%	4%	-0.7
CCC1=C(OC(=O)N(CC)CC)N2C(=O)OC(=NCC(=O)OC)[C@]2(Cc2ccccc2)[C@H]2C1=CC[C@H]1C(=O)N(C)C(=O)[C@H]12
  -21%	-14%	22%	-9	9%	-2%	4%	8%	0.2
CN(CC(=O)Nc1ccccc1Br)C(=O)COc1cccc2c1OC(C)(C)C2
  6%	-3%	14%	1	10%	-1%	-6%	-1%	-1.3
Cc1ccc[n+](CC2OCc3ccccc3CO2)c1
  -2%	2%	7%	-2	8%	-10%	5%	13%	-1.2
CC(=O)c1cccc(OCCCOc2cccc3cccnc23)c1
  7%	-1%	10%	0	-17%	-6%	4%	22%	1.1
O=[n+]1c2c(n([O-])c3cc(Br)ccc31)CCC2
  -2%	8%	24%	-57*	-14%	-2%	-33%	7%	-1.0
Cc1ccc(NC(=S)NNC(=O)c2nnn(-c3ccccc3)c2C)cc1
  5%	-3%	.	-4	7%	-12%	4%	1%	-0.2
Cc1ccsc1/C=N/NC(=O)C(O)c1ccccc1 (stereo not drawn)
  1%	1%	-2%	0	-7%	5%	-4%	5%	-0.6
COc1cccc(CN(C)C(=O)c2ccc(S(=O)(=O)N3CCCC3)cc2)c1OC
  0%	12%	7%	10	-20%	0%	1%	-13%	-1.0
COc1ccc(/C=C/C(=O)Nc2ccncc2)cc1OC
  2%	1%	19%	1	-28%	-14%	-7%	14%	-0.6
O=C(NCCC1=CCCCC1)c1cc(S(=O)(=O)N2CCOCC2)ccc1Cl
  -1%	2%	6%	-1	-9%	-9%	-6%	-13%	-2.4
COC(=O)C(Cc1ccc(O)cc1)NC(=O)CCc1ccco1 (stereo not drawn)
  0%	10%	2%	0	-19%	-11%	2%	-5%	-1.0
Cc1ccc(C2c3c(oc4cc(C)c(C)cc4c3=O)C(=O)N2CCCN2CCOCC2)cc1 (stereo not drawn)
  4%	-2%	22%	9	-1%	-22%	-2%	3%	-0.8
CCOCCCN(C(=O)Nc1ccc(CC)cc1)C1CCN(C(C)=O)CC1
  1%	3%	8%	.	17%	0%	3%	6%	-0.7
CCOC(=O)C1=C(C)NC2=C(C(=O)CC(C)(C)C2)C1c1ccc(N(C)C)cc1 (stereo not drawn)
  3%	10%	23%	.	-9%	-5%	-9%	-5%	-1.6
CCOC(=O)CCCCCNC(=O)c1ccc(F)cc1F
  0%	15%	-23%	6	-8%	1%	2%	-7%	0.2
O=C(CS(=O)(=O)c1ccc(C(F)(F)F)cn1)NNC(=O)c1ccccc1
  9%	3%	-12%	-3	16%	-11%	-8%	-11%	0.4
COc1ccccc1N(CC(=O)N1CCN(Cc2ccccc2)CC1)S(=O)(=O)c1ccccc1
  3%	1%	2%	3	5%	4%	7%	5%	-2.7
CCN(C(=O)CSc1nnc(-c2ccccc2F)n1N)c1c(N)n(Cc2ccccc2)c(=O)[nH]c1=O
  0%	16%	-6%	7	2%	-3%	-3%	4%	4.8
NS(=O)(=O)c1cnccc1NCCc1ccccc1
  10%	7%	-25%	-3	1%	-5%	-1%	-10%	0.6
CCN(CC)CCCNC(=O)C(C)n1nc(C)c2sc3ccccc3c2c1=O (stereo not drawn)
  4%	0%	4%	-1	?	-5%	-1%	12%	-0.7
CCNC(=O)C(=O)c1c(-c2ccccc2)[nH]c2ccccc12
  0%	-4%	13%	-1	-1%	2%	3%	-10%	-1.1
COc1ccc(-c2coc3c(C(=O)NCCN4CCOCC4)cccc23)c(C)c1
  0%	0%	-4%	5	-4%	-6%	-3%	-2%	0.0
O=C(CSc1nc2ccccc2s1)N/N=C/c1cc([N+](=O)[O-])ccc1O
  12%	1%	-6%	0	3%	-6%	-13%	?	-0.1
Cn1c(SCC(=O)NCCc2ccccc2)ncc(C(=O)Nc2ccccc2)c1=O
  3%	8%	15%	4	-12%	1%	-9%	-1%	0.9
CC(=O)[C@@H]1[C@@H]2C(=O)N(Cc3ccccc3)C(=O)[C@@H]2C2c3ccccc3C=CN21 (stereo partly drawn)
  2%	5%	26%	.	3%	19µM*	-6%	4%	-0.3
CC(C)(C)C(=O)Nc1scc(-c2ccc(-c3ccccc3)cc2)c1C(=O)O
  -5%	5%	-21%	-2	?	?	-6%	-17%	1.0
Cc1nnc(SCC(=O)Nc2ccc([N+](=O)[O-])cc2)n1C
  -8%	-5%	-9%	0	-17%	-7%	3%	-10%	-0.2
CC(C)(Cc1ccccc1)NC(=O)C(=O)c1cn(CC(=O)N2CCOCC2)c2ccccc12
  0%	0%	.	6	10%	0%	?	-12%	-0.1
CCOC(=O)C1=C(COC(=O)CNS(=O)(=O)c2ccc(NC(C)=O)cc2)NC(=O)NC1C (stereo not drawn)
  -2%	-5%	-2%	5	2%	-10%	-6%	2%	-0.6
Cc1ccc(NC(=O)COC(=O)Cc2c[nH]c3ccccc23)cc1
  13%	14%	-26%	1	-20%	-10%	-3%	6%	-2.2
